# PLK1 PBD inh: PLK1 (human) polo-box domain binding inhibition. 360,000 compounds, 2.8% hits. AID 720504. Potency, µM, inactives show max response, negative = inhibition, most hits filed as inhibitors. Plk1 PBD binding of FITC phosphopeptide, fluorescence polarization. P53350; note: potency is the fitted concentration of half-maximal effect; series mostly up to about 57 µM; % is set by controls: 0 for no effect and ±100 for the full control effect; nearly all actives have a fitted effect of over 65% in size
# IL-2 act: activators of IL-2 | activation, % (series mostly up to about 46 µM) | IL-2 activation reporter assay, cell-based qHTS; stimulated with anti-CD3/CD4/CD28 beads; in transgenic mouse T cells | 360,000 compounds, 0.065% hits; in the data active = activation above about 50%; inconclusive = mostly about 30% to 49%; note: 0% is about no effect
#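 Using fluorescent plate cytometry, EGFP and DsRed are detected in transgenic mouse T cells stimulated 18 h at 37 degrees C with antibody-coated beads after 60 min compound pretreatment.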
# EPAC1 antagonist: EPAC1 (human) antagonism; O95398; EPAC1 GEF assay, Rap1b-BODIPY-GDP exchange fluorescence; Potency, µM (top dose mostly 115 µM), for inactives: at the highest dose activity change, negative = inhibition, usual class: inhibitors; 360,000 compounds, 0.14% hits; AID 720709;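 note: potency is the fitted concentration of half-maximal effect; plate controls were vehicle for no effect and positive control for full effect; nearly all actives have a fitted effect of over 50% in size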
# PI5P4Ka inh: inhibitors of human PI5P4K alpha; 330,000 compounds, 1.2% hits; PI5P4Kalpha enzyme, ADP-Glo luminescence, 60 min; active compounds read low; max response, %; active = max response of -50% or lower; inconclusive = between -30% and -50%; inactive = -30% or higher; note: value at the top dose of about 77 µM; % is set by controls: 0 for no effect and ±100 for the full control effect
# Target sequence (P48426 whole entry, looked up): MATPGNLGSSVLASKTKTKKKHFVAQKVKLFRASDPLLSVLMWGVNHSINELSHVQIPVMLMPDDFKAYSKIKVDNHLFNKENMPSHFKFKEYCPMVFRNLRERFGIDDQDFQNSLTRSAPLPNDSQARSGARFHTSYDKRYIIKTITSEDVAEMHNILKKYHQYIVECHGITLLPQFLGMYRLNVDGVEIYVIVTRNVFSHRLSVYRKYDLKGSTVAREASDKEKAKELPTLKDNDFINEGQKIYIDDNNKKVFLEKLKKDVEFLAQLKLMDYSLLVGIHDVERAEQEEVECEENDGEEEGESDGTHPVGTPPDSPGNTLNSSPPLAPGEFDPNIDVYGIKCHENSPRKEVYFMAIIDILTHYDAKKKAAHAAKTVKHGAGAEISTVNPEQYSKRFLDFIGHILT
#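 Luminescence from ADP-Glo served as readout of PI5P4Kalpha activity in a qHTS format. Reaction: enzyme, substrate, compound, ATP at 5 microM final, 60 min at RT.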
# GLP-1R inv ag: inverse agonists of human GLP-1 receptor | AID 624417 | Potency, µM (doses to about 38.3 µM), inactives show top-dose activity change, negative = inhibition, usual class: inhibitors | P43220 | HEK293 GLP-1R CRE-luciferase, luminescence, 24 h; GLP-1R form is constitutively active | 410,000 compounds, 1.6% hits; note: potency is the fitted concentration of half-maximal effect; % is set by controls: 0 for no effect and ±100 for the full control effect; nearly all actives have a fitted effect of over 55% in size
# Target sequence (P43220 whole entry, looked up): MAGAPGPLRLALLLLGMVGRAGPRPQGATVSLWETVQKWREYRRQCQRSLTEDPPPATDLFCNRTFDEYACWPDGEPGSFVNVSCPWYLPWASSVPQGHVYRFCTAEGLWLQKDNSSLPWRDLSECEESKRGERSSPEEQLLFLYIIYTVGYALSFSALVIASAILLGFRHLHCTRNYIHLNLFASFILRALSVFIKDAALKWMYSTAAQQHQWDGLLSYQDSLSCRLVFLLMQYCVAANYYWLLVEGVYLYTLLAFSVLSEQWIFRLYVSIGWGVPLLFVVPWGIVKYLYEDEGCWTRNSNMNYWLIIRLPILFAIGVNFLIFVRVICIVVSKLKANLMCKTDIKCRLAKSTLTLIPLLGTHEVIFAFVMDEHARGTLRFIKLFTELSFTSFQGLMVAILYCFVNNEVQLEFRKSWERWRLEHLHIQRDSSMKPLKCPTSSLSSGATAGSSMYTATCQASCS
#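 Inverse agonism was detected as reduced cAMP-driven luciferase luminescence after 24 h compound treatment. The cells were HEK293 clones expressing constitutively active human GLP-1R with the reporter. Reporter-only and GPR119 cell lines served as counterscreen controls.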
# HEK293 tox: cytotoxicity in counter-screen for GLP-1R inverse agonists; HEK293 cAMP-luciferase reporter cells, luminescence, 24 h; Potency, µM (highest dose often 38.3 µM), for the others: at the highest dose activity change, negative = inhibition, usual class: inhibitors; 410,000 compounds, 0.13% hits;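 note: loss of luciferase light is scored as toxicity; potency is the fitted concentration of half-maximal effect; % is set by controls: 0 for no effect and ±100 for the full control effect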
#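 Here, cytotoxicity is scored as loss of luminescence. The MLSMR collection was tested on cells seeded in medium containing 10% Nu serum, with a 24 hr compound exposure preceded by 12 hours of culture.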
# GLP-1R agonist: GLP-1 receptor (human) agonism. HEK293 GLP-1R CRE-luciferase, luminescence, 4-6 h; cells express a hypersensitive GLP-1R form. Potency, µM (doses to about 45.6 µM), without a hit: top-dose activation, hits mostly activators. 380,000 compounds, 0.007% hits. AID 624172; note: potency is the fitted concentration of half-maximal effect; % of control where 0% means no effect
# EPAC1 ag: activates human EPAC1 exchange factor; EPAC1 agonist qHTS, biochemical assay; response scale: 100% = response to 6.5 mM cAMP; 360,000 compounds, 0.073% hits; Potency, µM (titrated, usually from 154 µM), inactives show at the top dose activation, usual class: activators; O95398; AID 720707; note: potency is the fitted concentration of half-maximal effect; nearly all actives have a fitted effect of over 60% in size
#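 Fluorescent GDP-exchange assay: 100 nM EPAC1 with 250 nM Rap1B preloaded with BODIPY-GDP and 50 uM GDP; compounds tested as concentration series, 5 min at room temperature, then read every 5 min for 30 min (ex 480/em 540 nm); normalized to 6.5 mM cAMP.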
# PTHR1 agonist: agonists of human PTHR1 parathyroid hormone receptor | Potency, µM (titrated, usually from 115 µM), for inactives: at the highest dose activation, actives largely listed as activators | HEK293 GP2 PTHR1 cells, GloSensor cAMP luminescence, 1 h | Q03431 | 410,000 compounds, 0.075% hits; note: potency is the fitted concentration of half-maximal effect; nearly all actives have a fitted effect of over 55% in size; some results filed as inactive show a strong effect at the top dose; inactives centre near -15; many of its hits are not listed in these tables
#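 HEK-293-derived GP2 cells expressing PTHR1 and a GloSensor cAMP reporter, 3,000/well, plated overnight, given luciferin plus IBMX (each 0.5 mM as added) for 1 h at 37 °C, then compound for 1 h at 37 °C. Luminescence was read after 15 min at room temperature.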
# * marks the source's active call; other numbers are inactive results; i = inactive; u = inconclusive; x = no result given; [ ] = another dose, or the depositor's remark. Unless noted, calls come from the whole dose curve; as a rule, active = well fitted curve in the direction sought with a large enough effect; inconclusive = small, poorly fitted or top-dose-only effect, or another doubt; inactive = no such curve, though single readings can be large; an effect the other way counts as inactive or inconclusive. Not all compounds are listed; rates above refer to the full screens.
# Results follow in this order: PLK1 PBD inh, IL-2 act, EPAC1 antagonist, PI5P4Ka inh, GLP-1R inv ag, HEK293 tox, GLP-1R agonist, EPAC1 ag, PTHR1 agonist
CN1CCC2(CC1)N=C(c1ccc(F)cc1)C(=S)N2C(=O)c1ccc(C(C)(C)C)cc1
  24µM*, -3.2, -26%, u, u, u, -5%, 6%, i
Cc1ccc(-c2nnc(SCC(=O)N/N=C/c3c(C)nn(-c4ccccc4)c3C)n2-c2ccccc2)cc1
  -2%, 0.2, -10%, 3, -30%, -1%, -5%, 0%, -19%
CC(C)(C)c1ccc(C(=O)NCCCNC(=O)c2ccco2)cc1
  u, 1.0, 5%, 3, -23%, 1%, 7%, -1%, 26%
O=C(NCCn1ccc2ccccc21)c1ccc(S(=O)(=O)N2CCOCC2)cc1
  3%, -0.7, 4%, -4, 3%, 13%, -2%, 2%, i
COc1cccc(-c2ccc3c(c2)N(Cc2cccc(F)c2)C(=O)C(C)S3)c1 (configuration not stated)
  -3%, -0.1, -29%, 17, -43%, 15%, 0%, 8%, -57%[inhibitor]
CCNc1nc(NC(C)C)nc(N(C#N)CCOc2ccccc2)n1
  -3%, -2.6, -7%, 0, u, -16%, 1%, 17%, -11%
CCN(C(=O)CSc1nc2cc(C(=O)OC)ccc2c(=O)n1Cc1ccco1)c1cccc(C)c1
  -10%, 0.5, 0%, 1, 1%, 7%, 0%, -1%, -25%
COC(=O)c1c(C(=O)OC)n(CCCN)c2ccc(C)cc12
  0%, -3.1, 2%, x, u, -4%, 15%, 6%, -24%[57.5 µM]
COC(=O)c1ccc(NC(=O)CN2CCN(S(=O)(=O)c3cc(Cl)ccc3OC)CC2)cc1
  -3%, -0.5, -3%, -1, u, u, -8%, 14%, 2%[57.5 µM]
CCC(=O)N/C=C/n1cnc2cc(C(F)(F)F)ccc21
  -6%, -1.7, 1%, 0, 1%, -12%, -4%, -2%, u
Cc1cccc2nc(-c3ccco3)oc(=O)c12
  -21%, 0.8, -1%, 4, 1%, 2%, 1%, 7%, -12%
CCOC(=O)C1CCN(C(=O)CNC(=O)OC(C)(C)C)CC1
  u, -1.3, -5%, -5, 2%, 3%, -24%, -1%, i
CC(=O)c1cc(C#N)c(SCC(=O)O)nc1C
  -2%, -0.4, 14%, 4, 2%, -5%, 4%, -1%, i
COC(=O)c1ccccc1NC(NC(=O)c1ccco1)C(=O)c1ccccc1 (configuration not stated)
  3%, 3.6, -6%, x, 11%, 15%, -6%, 12%, -22%[57.5 µM]
Cc1ccc(C(=O)OC(C)C(=O)NC2CCCCC2C)cc1S(=O)(=O)N1CCCCC1 (configuration not stated)
  2%, -3.2, -3%, -1, 9%, 0%, 4%, -11%, -40%[inhibitor]
Cc1ccc(N(C(=O)c2csnn2)C(C(=O)NCc2ccccc2)c2ccccn2)cc1 (configuration not stated)
  -2%, 1.2, -9%, -11, 14%, -6%, 4%, -2%, -3%
CCCCCC(O)(CCN1CCCCC1)c1ccccc1 (configuration not stated)
  0%, 0.3, -24%, 1, -25%, 0%, -2%, 4%, i
O=C(COC(=O)COc1ccc(Cl)cc1)Nc1ccc2c(c1)OCCO2
  3%, 0.3, 16%, 5, 16%, 2%, 1%, -4%, 15%
COc1ccc(Oc2nnnn2-c2ccccc2)cc1
  -1%, -0.7, 19%, 4, -3%, -8%, 1%, -4%, -11%[57.5 µM]
Cc1cccc(NC(=O)c2ccc(C3SCC(=O)N3CCc3ccccc3)cc2)c1C (configuration not stated)
  -5%, -0.4, -18%, x, u, -13%, -6%, 2%, -34%[inhibitor]
CCN(CC(=O)NCc1cccs1)C(=O)CCC(=O)c1ccc(F)cc1
  -7%, -1.3, 23%, -3, -22%, 5%, -6%, -5%, i
Cc1ccc(NC(=O)C(=O)c2cn(CC(=O)N3CCCCC3)c3ccccc23)cc1
  -17%, -5.6, u, 3, u, 0%, 11%, 6%, i
COc1ccc(NS(=O)(=O)c2ccc(-c3coc(C)n3)cc2)cc1OC
  -5%, -4.7, -1%, 10, 1%, 2%, -4%, -6%, -29%
Cc1cc(C(=O)N2CCN(c3ccccn3)CC2)no1
  -7%, -1.2, 14%, x, -7%, -15%, 1%, 4%, i
Cc1ccc(-c2cc(C(=O)N/N=C/c3ccc(F)cc3)n[nH]2)o1
  -4%, -1.8, u, 1, 2%, 0%, 15%, 2%, i
O=C(Nc1ccccc1C(=O)O)c1cccc(NC(=O)c2ccccc2Br)c1
  -16%, -2.1, -21%, u, 10%, -10%, 0%, -4%, u
CCOc1ccc(OC(=O)NC(c2ccccc2)C(Cl)(Cl)Cl)cc1 (configuration not stated)
  -15%, -2.2, 7%, -2, 5%, 2%, -16%, -10%, i
CCOCCCn1c(=O)c(NC(=O)c2ccc(OCC)cc2)c2n(c1=S)CCCCC2
  -8%, -2.4, -28%, x, -50%, -17%, -4%, 3%, i
O=C1CC(c2cccc(Cl)c2)C(n2cncn2)C(=O)C1C1NCCc2ccccc21 (configuration not stated)
  -28%, 10, -11%, 10, 0%, -13%, -11%, 0%, i
Cc1ccccc1CNC(=O)c1ccc2ccccc2n1
  -6%, -2.0, -22%, -6, -22%, -5%, 19%, 3%, i
Cc1cccc(-c2noc(CCCC(=O)NC3CCCCC3)n2)c1
  2%, 0.8, 5%, -4, -2%, -12%, -2%, -6%, -85%[inhibitor]
O=C(CCNS(=O)(=O)c1cccs1)NCc1ccccc1
  -1%, -2.6, 17%, x, 9%, 0%, -9%, -3%, -1%[57.5 µM]
CCOC(=O)N1CCN(C(=O)c2cn(C)c(=O)c3c2c2ccccc2n3C)CC1
  -5%, -1.3, 10%, x, 0%, -16%, 18%, 3%, 0%[57.5 µM]
CC1(c2ccc3c(c2)OCCO3)NC(=O)N(CC(=O)Nc2ccccc2)C1=O (configuration not stated)
  4%, -0.6, -7%, 2, 18%, 5%, 12%, -4%, -8%
Cc1cc(OCc2nn[nH]n2)c2c(-c3ccccc3)cc(=O)oc2c1
  -1%, -0.9, 17%, x, 3%, -18%, 7%, 3%, i
COc1cccc(C(=O)NC(=O)Nc2cc(C)on2)c1
  -2%, -0.9, -12%, -5, 17%, -10%, 4%, -6%, i
COC(=O)c1sc(NC(=S)NC(=O)c2ccccc2)nc1C
  -5%, -2.6, -5%, 7, 20%, -3%, 0%, -12%, -5%
Cc1nn(C(=O)c2cccc([N+](=O)[O-])c2)c(C)c1Sc1ccccc1
  -7%, -0.4, 4%, 9, 5%, -5%, -1%, 5%, i
c1ccc(-n2nc3ccccc3n2)cc1
  30µM*, -3.0, -4%, 1, 42%[activator], 14%, 3%, 4%, -78%
CC(=O)c1c(C)[nH]c(C(=O)Nc2ccc(C)c(C)c2)c1C
  -2%, 1.5, -7%, 5, -15%, -17%, -6%, 8%, -8%[57.5 µM]
O=C(Cn1nnc(-c2ccc(F)cc2)n1)N1CCCCC1
  -12%, -3.6, 6%, -4, 0%, -4%, -3%, -11%, -10%
NS(=O)(=O)c1ccc(CNC(=O)C(Cc2ccccc2)NS(=O)(=O)c2ccccc2F)cc1 (configuration not stated)
  5%, -1.4, 4%, -3, 15%, -12%, -4%, 9%, i
Cc1ccc2nc(C)cc(C(=O)OCC(=O)c3ccc(Cl)c([N+](=O)[O-])c3)c2c1
  u, 0.8, -16%, -1, -10%, -5%, 18%, 13%, i
Cc1ccc(/C=C2/SC(=S)N(CCC(=O)N3CCN(C)CC3)C2=O)cc1
  -8%, 2.0, 0%, 10, 29%, -5%, 3%, -4%, -16%
Cc1c(C=O)c(=O)n(-c2ccccc2)n1-c1ccccc1
  -7%, 0.9, 3%, 1, 11%, -23%, 1%, -4%, 9%
CCc1ccc(NC(=O)CSc2nncn2-c2cccnc2)cc1
  -14%, -1.7, u, -20, -5%, 3%, 6%, -18%, -8%
CCOC(=O)Cc1csc(SCC(=O)NC(C)C23CC4CC(CC(C4)C2)C3)n1 (configuration not stated)
  -6%, -4.7, -24%, -3, u, -2%, 12%, -7%, -36%[inhibitor]
O=C(CCCCl)NC(=S)Nc1cc(C(F)(F)F)ccc1N1CCOCC1
  -5%, -0.9, -24%, 10, u, u, 16%, 5%, -58%[inhibitor]
O=C(Nc1cc(C(F)(F)F)ccc1F)C1CCCCC1
  2%, -1.3, 14%, x, 1%, -8%, 9%, -1%, i
Cc1onc(-c2c(Cl)cccc2Cl)c1C(=O)NNc1ccccc1
  -21%, 0.7, -25%, 0, u, u, -2%, 2%, -18%
CCOc1ccc(NC(=O)CN2CCCC2c2cccs2)cc1S(=O)(=O)N1CCCCC1 (configuration not stated)
  -7%, 0.1, 4%, 3, u, u, -1%, 2%, -24%
CCOc1ccc(NC(=O)c2oc3ccccc3c2NC(=O)Cc2ccc(F)cc2)cc1
  x, x, x, x, 0%, -8%, 0%, x, -30%
O=C(CCNC(=O)C1CCN(S(=O)(=O)c2ccccc2)CC1)NCc1ccccc1Cl
  u, 1.1, -25%, 0, -4%, -14%, -4%, -11%, -25%
COc1ccccc1NC(=O)N(C)C[C@H]1OCc2cn(nn2)CCCC(=O)N([C@@H](C)CO)C[C@@H]1C
  -18%, 0.7, -16%, -2, 15%, 0%, 1%, 10%, -4%
O=C(NNC(=O)C12CC3CC(CC(C3)C1)C2)c1csc(N2CCOCC2)n1
  -6%, -0.7, -1%, 2, -12%, 4%, -2%, u, i
Cc1ccc(S(=O)(=O)N[C@H](C(=O)OCC(=O)NC(=O)c2cccn2C)C(C)C)cc1
  -14%, 1.2, 14%, 0, u, -1%, 16%, 1%, -9%
CCc1nnc(NC(=O)CSc2nnc(-c3ccccc3OC)n2-c2ccccc2)s1
  -7%, -1.5, -5%, -2, 0%, 8%, 0%, 0%, i
COCCn1c(N)c(NCc2ccccc2)c(=O)[nH]c1=O
  -13%, 1.7, 42%[activator], 1, 32%[activator], 40%[activator], 7%, 29%, i
